p-CIP stab down: lowers stability of the mouse p/CIP coactivator protein | Q05BA5 | F442A p/CIP-EGFP cells, EGFP fluorescence, 16 h | decrease of EGFP signal, % at 10 µM | actives 0.01% (n = 290,000);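 active = EGFP signal decrease of at least 30% at 10 µM or well 3 SD below plate mean, unless failing retest; inactive = the rest, including hits failing retest or dose response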; note: some compounds called inactive have numbers as strong as hits; many of its hits are not listed in these tables
MEKK3 PB1 HTS: raises or lowers MEK5 binding to the human MEKK3 PB1 domain | binding response (% of control), % at 10 µM | actives 1.4% (n = 290,000) | bead-based flow cytometry, Alexa488-MEK5 binding to MEKK3; actives lie on both sides; 0 = blocked by unlabeled MEK5, 100 = vehicle | AID 1529 | Q99759;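 active = binding response more than 3 SD above or below the average of its plate-row segment, actives on both sides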;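 note: Alexa488 bead fluorescence after subtracting the streptavidin-only scavenger bead signal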
PfM18AAP inh: PfM18AAP enzyme inhibition | recombinant PfM18AAP, H-Glu-NHMec fluorogenic cleavage | inhibition, % at 7.35 µM | actives 1.2% (n = 290,000);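 active = inhibition above the campaign mean inhibition over all tested compounds plus 3 SD, cut at about 28% in these data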;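 note: 0% = plate median of test compound wells and 100% = 2 mM ZnCl2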
SUMO HTRF inh: SUMOylation inhibition; inhibition, % at 35 µM; HTRF SUMOylation assay, SAE1/SAE2 + UBC9, in vitro; actives 0.36% (n = 290,000); P63279; in the data active = inhibition above about 50%, passing the limit was not always enough; note: strong numbers were not always called active
MEKK2 mut-MEK5: signal of MEK5 binding to mutant human MEKK2 PB1 domain; bead flow cytometry, Alexa488-MEK5 binding to MEKK2 mutant; percent response, % at 10 µM; actives 0.35% (n = 290,000); in the data active = percent response above about 24%, passing the limit was not always enough; note: inactives centre near 1; some results filed as inactive read as strong as hits; reference of the scale not given here
IDE act: activators of human insulin-degrading enzyme in cells; P14735; HEK cells, FAbeta-B cleavage, fluorescence polarization; 0% vehicle, 100% cell-free pure enzyme wells; activation, % at 5.96 µM; actives 0.073% (n = 340,000); AID 493087;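 active = activation above the mean of all tested compounds plus 3 SD, set per screening campaign, cut at about 17% in these data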
Target sequence (P14735 whole entry, looked up): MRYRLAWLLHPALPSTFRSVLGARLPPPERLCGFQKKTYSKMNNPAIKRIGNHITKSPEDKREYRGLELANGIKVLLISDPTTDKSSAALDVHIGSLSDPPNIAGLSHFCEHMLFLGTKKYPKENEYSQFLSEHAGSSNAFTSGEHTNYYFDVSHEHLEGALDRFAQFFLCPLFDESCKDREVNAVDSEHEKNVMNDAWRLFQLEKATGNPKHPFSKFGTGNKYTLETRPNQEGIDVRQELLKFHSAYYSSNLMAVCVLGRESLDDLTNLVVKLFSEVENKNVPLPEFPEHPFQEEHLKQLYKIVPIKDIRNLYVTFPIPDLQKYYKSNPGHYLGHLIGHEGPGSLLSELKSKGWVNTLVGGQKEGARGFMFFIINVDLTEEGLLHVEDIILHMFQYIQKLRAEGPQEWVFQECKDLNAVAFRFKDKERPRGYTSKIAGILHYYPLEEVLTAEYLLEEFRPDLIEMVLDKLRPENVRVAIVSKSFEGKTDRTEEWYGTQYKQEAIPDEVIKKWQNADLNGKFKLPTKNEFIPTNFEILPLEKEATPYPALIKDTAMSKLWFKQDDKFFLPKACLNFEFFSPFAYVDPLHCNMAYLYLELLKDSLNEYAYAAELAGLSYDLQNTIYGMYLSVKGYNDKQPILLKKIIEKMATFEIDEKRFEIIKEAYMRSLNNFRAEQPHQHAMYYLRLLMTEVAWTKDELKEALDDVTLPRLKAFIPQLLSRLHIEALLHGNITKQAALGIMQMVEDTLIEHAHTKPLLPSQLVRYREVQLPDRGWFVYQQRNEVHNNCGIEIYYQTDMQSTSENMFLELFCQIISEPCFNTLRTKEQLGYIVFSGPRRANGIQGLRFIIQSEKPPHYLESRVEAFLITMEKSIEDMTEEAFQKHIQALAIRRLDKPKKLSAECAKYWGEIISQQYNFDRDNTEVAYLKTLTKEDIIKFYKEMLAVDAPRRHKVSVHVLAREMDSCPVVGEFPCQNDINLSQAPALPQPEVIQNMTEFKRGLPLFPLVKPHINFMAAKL
NALP1 inh: inhibitors of NALP1 inflammasome in yeast | S. cerevisiae NALP1/ASC/caspase-1 growth, X-gal OD620, 72 h | inhibition, % at 10 µM | actives 0.61% (n = 280,000) | AID 2071; in the data active = inhibition mostly above about 24%, no sharp cut-off; inactive = mostly below about 32%; note: some compounds called inactive have numbers as strong as hits
IDE cell inh: inhibits human insulin-degrading enzyme in HEK cells | P14735 | FAbetaB cleavage, fluorescence polarization | inhibition, % at 5.59 µM | actives 0.41% (n = 320,000) | AID 434962;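 active = percent inhibition above the average of all tested compounds plus 3 SD, set per screening campaign, cut at about 16% in these data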;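 note: IDE supplied by intact live HEK cells; FP after avidin binding of uncleaved biotin substrate so inhibition keeps polarization high; 0% = DMSO wells and 100% = 60 µM reference IDE inhibitor Ii1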
MEKK2 WT-MEK5: raises or lowers MEK5 binding to wildtype human MEKK2 PB1 domain | bead flow cytometry, Alexa488-MEK5 binding to MEKK2 WT; actives lie on both sides | binding response (% of control), % at 10 µM | AID 1531 | Q9Y2U5 | actives 1.1% (n = 290,000); in the data active = binding response below about 67% or above about 130%
Active calls of the source: *; . = no result given.

SMILES	p-CIP stab down	MEKK3 PB1 HTS	PfM18AAP inh	SUMO HTRF inh	MEKK2 mut-MEK5	IDE act	NALP1 inh	IDE cell inh	MEKK2 WT-MEK5
COc1cc(N)c(Br)cc1C(=O)O	11	65	-5	0	-14	8	-1	0	66
Fc1ccc(C2CCNCC2COc2ccc3c(c2)OCO3)cc1 (stereo unspecified)	-8	86	-1	16	-18	1	16	-1	93
O=C(CN1CCN(Cc2cccc(Cl)c2)C1=O)NCc1ccccn1	3	113	-6	-1	17	4	19	-1	114
CCOC(=O)N/N=C/c1ccc(OCCSc2ccc(Cl)cc2)c(OCC)c1	-18	98	1	2	-2	-4	20	0	99
Cc1cc(C(=O)N2CCCC(CO)(Cc3ccc(F)cc3)C2)c(C)o1 (stereo unspecified)	-19	102	10	8	6	-1	0	6	106
CCN(Cc1nc(-c2ccccc2)no1)C(=O)c1ccc2c(c1)OCO2	-18	100	-14	1	2	3	31	0	104
Cc1ccc(NC(=O)Cn2cnc3ccccc32)cc1C	-8	105	3	-3	0	6	-2	-1	102
Cc1ccc(NC(=S)N2CCN(c3ncccn3)CC2)cc1C	-10	102	3	2	4	-1	32	5	101
COCCn1c(SCC(=O)NCCc2ccccc2)nnc1-c1ccco1	5	98	-11	22	1	2	33	-6	97
CCOc1ccc(NC(=O)COC(=O)CCS(=O)(=O)c2ccc(C)cc2)cc1	7	103	-1	-3	-1	2	16	0	99
CCOc1ccccc1C(=O)Nc1cccc2ccccc12	-1	109	2	10	12	-1	-3	1	108
Cc1cc(Br)ccc1N=C1NC(=O)CS1	-10	105	30*	6	4	-6	18	7	104
CC(=O)N1CCN(C(=O)c2cc(-c3cccc4ccccc34)nc3ccccc23)CC1	-20	100	7	19	5	3	5	1	96
Cn1c(=O)c2c(nc(NCCNC(=O)c3ccco3)n2Cc2ccccc2)n(C)c1=O	6	96	-1	4	0	2	0	4	96
CC(Sc1ccc2c(c1)OCCO2)C(=O)Nc1ncc(Cl)cc1Cl (stereo unspecified)	-9	87	2	-1	-10	-4	10	3	94
CCOC(=O)N/N=C\c1cccc(OC)c1	-26	106	-2	3	-6	3	14	1	102
COc1ccc(CCn2c(C)nc3ccccc3c2=O)cc1OC	3	97	1	-7	1	0	9	0	100
COc1ccccc1CCNS(=O)(=O)c1ccc(C(=O)O)n1C	-13	101	-16	8	2	1	18	8	102
CCN(CC)CCCN(Cc1cc2cc3c(cc2[nH]c1=O)OCO3)C(=S)NCc1ccco1	-19	98	3	9	-4	-1	13	7	109
CCOC(=O)C1=C(O)C(Nc2nccs2)(C(F)(F)F)N=C1C (stereo unspecified)	3	.	3	0	.	0	-6	8	.

Continued; the last 2 above are carried over.
SMILES	p-CIP stab down	MEKK3 PB1 HTS	PfM18AAP inh	SUMO HTRF inh	MEKK2 mut-MEK5	IDE act	NALP1 inh	IDE cell inh	MEKK2 WT-MEK5
CCN(CC)CCCN(Cc1cc2cc3c(cc2[nH]c1=O)OCO3)C(=S)NCc1ccco1	-19	98	3	9	-4	-1	13	7	109
CCOC(=O)C1=C(O)C(Nc2nccs2)(C(F)(F)F)N=C1C (stereo unspecified)	3	.	3	0	.	0	-6	8	.
COc1ccc(C(=O)NC2CCCc3c2cnn3-c2ccc(C)c(C)c2)c(OC)c1OC (stereo unspecified)	-4	99	-4	-12	-2	-1	24	4	95
COC(=O)c1ccccc1NC(=O)Nc1cc(C(C)(C)C)on1	-1	103	2	18	4	0	10	3	108
O=C(Nc1ccccc1)c1cc(N2CCOCC2)nc2ccccc12	0	94	6	-6	4	-2	-13	-9	102
COc1ccc(NC(=O)NC2CCN(C(C)C)CC2)c(OC)c1	1	97	-2	10	-1	4	3	5	99
COc1cc(C(=O)OCC(=O)NC(=O)c2cccn2C)ccc1OC(F)F	10	104	1	2	-5	1	16	1	100
Cc1cc(C(=O)N/N=C/c2ccc[nH]2)no1	-1	98	-3	14	0	2	10	1	98
COc1ccc(N=Cc2cc(Cl)ccc2O)cc1Cl	7	93	-4	25	-3	2	14	-2	88
CCOC(=O)N1CCC(N2Cc3cccc(C(=O)Nc4ccc(F)cc4)c3C2=O)CC1	3	102	1	16	2	-1	17	2	98
COc1ccc2nc(NC(=O)[C@@H]3CCCN3C(=O)c3cccs3)sc2c1	-3	94	3	6	-4	-4	10	0	95
COc1cc(NC(=O)c2ccccc2)c(OC)cc1NC(=O)CN1CCCCC1	-14	94	-14	6	6	2	2	7	100
COc1ccc(CCN2C(=O)CN(Cc3ccccc3)CC2=O)cc1OC	0	99	-6	8	-2	2	25	-7	97
COc1ccc(N(C)S(=O)(=O)c2ccc3c(c2)CCC(=O)N3)cc1	-17	99	-11	-1	8	-6	3	0	101
Cc1ccc(-n2ncc(C#N)c2/N=C/N2CCN(C)CC2)cc1	-2	103	4	-6	8	2	5	7	105
COc1ccc(CC(=O)OCC(=O)Nc2ccc3c(c2)OCCO3)cc1OC	-5	103	2	0	2	-3	33	6	103
CCC(=O)Nc1sc2c(c1C(=O)N(C)C)CCCCC2	3	93	3	-38	0	3	-8	7	99
COc1ccc(/C=C2\SC(=O)NC2=S)cc1OC	-193	122	18	-6	-1	-29	0	68*	94
O=C(N/N=C/c1ccc(OC2CSC2)cc1)c1ccc(CN2CCOCC2)cc1	5	100	-1	0	0	4	13	2	103
COc1cccc(-c2nc3n(n2)C(c2cccs2)C(C(=O)Nc2cccnc2)=C(C)N3)c1 (stereo unspecified)	5	100	-13	-11	4	7	11	0	103
CCN(CC1CCCO1)C(=O)c1cc(COc2ccc(OC)cc2Cl)on1 (stereo unspecified)	4	98	1	-8	-7	-4	35	3	99
CC1Cc2nc(SCC(=O)NCc3ccccc3)n(Cc3ccccc3)c(=O)c2S1 (stereo unspecified)	3	97	0	11	-3	-5	21	7	97

5 neighbouring entries already listed, quoted:
SMILES	p-CIP stab down	MEKK3 PB1 HTS	PfM18AAP inh	SUMO HTRF inh	MEKK2 mut-MEK5	IDE act	NALP1 inh	IDE cell inh	MEKK2 WT-MEK5
Cc1cc(C(=O)N2CCCC(CO)(Cc3ccc(F)cc3)C2)c(C)o1 (stereo unspecified)	-19	102	10	8	6	-1	0	6	106
CCN(Cc1nc(-c2ccccc2)no1)C(=O)c1ccc2c(c1)OCO2	-18	100	-14	1	2	3	31	0	104
Cc1ccc(NC(=O)Cn2cnc3ccccc32)cc1C	-8	105	3	-3	0	6	-2	-1	102
Cc1ccc(NC(=S)N2CCN(c3ncccn3)CC2)cc1C	-10	102	3	2	4	-1	32	5	101
COCCn1c(SCC(=O)NCCc2ccccc2)nnc1-c1ccco1	5	98	-11	22	1	2	33	-6	97

Carrying on.
SMILES	p-CIP stab down	MEKK3 PB1 HTS	PfM18AAP inh	SUMO HTRF inh	MEKK2 mut-MEK5	IDE act	NALP1 inh	IDE cell inh	MEKK2 WT-MEK5
Cn1c(C(=O)OC(C(=O)NC(C)(C)C)c2cccnc2)cc2sccc21 (stereo unspecified)	-11	90	2	6	-4	5	-1	0	93
COc1nc(-c2ccccc2)ccc1-c1noc(C)n1	-18	98	-1	8	0	3	25	5	100
CC(/C=N/N1CCN(c2ccccc2)CC1)=C\c1ccco1	-7	101	1	8	2	-1	4	1	98
Cc1ccc(CN2CCN(CC(=O)NCCCN3CCN(c4ccc(F)cc4)CC3)C2=O)cc1	9	104	-4	-3	24*	3	22	-3	136
CCC(C)NC(=O)Cn1ccc2cc(S(=O)(=O)N3CCCCCC3)ccc21 (stereo unspecified)	-5	100	0	12	2	0	3	1	104
O=C(c1sc2cc([N+](=O)[O-])ccc2c1Cl)N1CCCCC1	9	98	1	-4	10	3	9	1	98
O=C(Nc1cccc(F)c1)NC1CCN(Cc2ccccc2)CC1	-16	96	-2	11	-5	3	-9	4	98
COc1ccccc1C1=NOC(Cn2c(NCCOCCO)nc3c2c(=O)n(C)c(=O)n3C)C1 (stereo unspecified)	-8	93	-8	17	2	.	16	2	92
O=C(CNC(=O)c1ccc(Br)o1)NCCc1ccc(F)cc1	1	104	6	-6	6	7	1	-6	109
COCCOc1cc(NC(=O)CS(=O)CC(=O)N(C)C)c(Cl)cc1Cl (stereo unspecified)	-1	102	-6	4	-4	-2	-5	5	92
CN(C)S(=O)(=O)c1ccc(C(=O)Nc2ccc(OCC(=O)N3CCOCC3)cc2)cc1	-14	96	6	5	-5	1	-11	-1	97
Cc1ccc(C)c(NS(=O)(=O)c2ccc(OCC(=O)NCC3CCCO3)cc2)c1 (stereo unspecified)	-3	109	0	16	-3	3	16	4	100
CN1CCCc2cc3c(C(F)(F)F)cc(=O)oc3nc21	-8	.	-2	62*	.	10	14	3	.
CCCn1cc(S(=O)(=O)c2ccccc2)c(=O)c2cc(F)c(N3CCN(C)CC3)cc21	4	96	2	5	3	0	18	7	97
COc1cc2cc(C(c3nnnn3C(C)(C)C)N3CCC(C)CC3)c(=O)[nH]c2cc1OC (stereo unspecified)	-9	98	-4	22	-6	1	15	0	93
O=C(Nc1ccccc1)Nc1ccc(-n2ccc(C(F)(F)F)n2)cc1	-8	90	-1	4	-17	6	2	6	95
COc1ccc(NC(=O)CCSc2ccc(C)cc2)cc1S(=O)(=O)Nc1ccccc1Cl	-4	105	-11	-20	6	5	13	4	107
COc1ccc(/C=C2\SC(=S)N(NS(=O)(=O)c3ccccc3)C2=O)c(OC)c1	-7	101	-9	17	4	2	-18	.	95
O=C(NCC(c1ccc(F)cc1)N1CCOCC1)c1cccc(Br)c1 (stereo unspecified)	0	108	0	0	-4	9	7	-2	110
O=C(C1CCCN(S(=O)(=O)c2cccc3nsnc23)C1)N1CCCCCC1 (stereo unspecified)	6	98	2	3	-2	5	1	-5	99
O=C1OCC(CO)(CO)N=C1NNc1ccccc1[N+](=O)[O-]	-10	94	12	8	-13	8	7	5	95
CCN(Cc1cc(=O)[nH]c2ccccc12)C(=O)c1ccc(C)cc1	-8	107	-2	3	7	2	2	3	106

Sorted by length of the SMILES (smallest number first): six of the compounds above
SMILES	p-CIP stab down	MEKK3 PB1 HTS	PfM18AAP inh	SUMO HTRF inh	MEKK2 mut-MEK5	IDE act	NALP1 inh	IDE cell inh	MEKK2 WT-MEK5
O=C(NCC(c1ccc(F)cc1)N1CCOCC1)c1cccc(Br)c1 (stereo unspecified)	0	108	0	0	-4	9	7	-2	110
O=C(C1CCCN(S(=O)(=O)c2cccc3nsnc23)C1)N1CCCCCC1 (stereo unspecified)	6	98	2	3	-2	5	1	-5	99
Cc1ccc(C)c(NS(=O)(=O)c2ccc(OCC(=O)NCC3CCCO3)cc2)c1 (stereo unspecified)	-3	109	0	16	-3	3	16	4	100
COc1ccc(NC(=O)CCSc2ccc(C)cc2)cc1S(=O)(=O)Nc1ccccc1Cl	-4	105	-11	-20	6	5	13	4	107
COc1ccc(/C=C2\SC(=S)N(NS(=O)(=O)c3ccccc3)C2=O)c(OC)c1	-7	101	-9	17	4	2	-18	.	95
CCCn1cc(S(=O)(=O)c2ccccc2)c(=O)c2cc(F)c(N3CCN(C)CC3)cc21	4	96	2	5	3	0	18	7	97

Bioassay records (PubChem)

A portion of the library; the hit share may differ from the screen's.
